# From PubChem
# CBFb-RUNX1 inh: inhibitors of human CBF-beta and RUNX1 interaction. AlphaScreen CBFb-His/RUNX1-biotin binding, biochemical. Potency, µM (highest dose often 59.8 µM), for the others: at the top dose activity, negative = inhibition, hits mostly inhibitors. 230,000 tested, under 10 active. AID 1477; active = well fitted curve in the direction sought with a large enough effect; inconclusive = small, poorly fitted or top-dose-only effect, or effect the other way, or another doubt; inactive = no such curve, though single readings can be large or run the other way; also: % of control where 0% means no effect
# Target sequence (Q01196 whole entry, looked up): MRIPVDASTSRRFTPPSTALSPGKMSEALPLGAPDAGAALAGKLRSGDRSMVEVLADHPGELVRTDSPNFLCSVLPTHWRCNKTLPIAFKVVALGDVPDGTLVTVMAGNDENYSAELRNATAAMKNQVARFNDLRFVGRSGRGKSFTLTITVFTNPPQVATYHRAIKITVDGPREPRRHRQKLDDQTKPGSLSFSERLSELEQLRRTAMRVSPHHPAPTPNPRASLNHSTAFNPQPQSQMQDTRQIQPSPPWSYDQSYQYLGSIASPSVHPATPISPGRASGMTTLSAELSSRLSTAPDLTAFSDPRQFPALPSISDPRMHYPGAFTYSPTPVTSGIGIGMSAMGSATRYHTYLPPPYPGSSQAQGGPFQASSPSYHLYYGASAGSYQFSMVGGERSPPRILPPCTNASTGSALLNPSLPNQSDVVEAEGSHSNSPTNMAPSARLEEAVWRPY
# Target sequence (Q13951 whole entry, looked up): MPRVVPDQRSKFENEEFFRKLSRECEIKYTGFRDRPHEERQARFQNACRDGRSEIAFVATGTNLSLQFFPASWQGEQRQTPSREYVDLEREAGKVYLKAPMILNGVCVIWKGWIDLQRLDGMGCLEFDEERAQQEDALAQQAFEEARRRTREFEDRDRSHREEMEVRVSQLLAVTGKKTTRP
#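 AlphaScreen proximity signal reports loss of binding between His-tagged CBF-beta and biotin-labelled RUNX1, each at 30 nM. Proteins are pre-associated for 20 minutes, compounds added for 15 minutes, then beads for 90 minutes, all at ambient temperature.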
# * hit, by the source's call; ? = inconclusive; & = joins results of further samples. The list is partial, so the mix of outcomes need not match the whole.
CBFb-RUNX1 inh	SMILES
-2%	CS(=O)(=O)c1ccc(CNC(=O)C2(C(F)(F)F)C/C(=C\Cc3ccccc3)CCCO2)cc1 (centres undefined)
9%	CN[C@@H](CCCN=C(N)N)C(=O)N[C@@H](CCCCN)C(=O)N1CCC[C@H]1C(=O)N[C@@H](Cc1c[nH]c2ccccc12)C(=O)N[C@H](C(=O)N[C@H](CC(C)C)C(=O)O)C(C)(C)C
0%	CN(C)C(=O)NC1CCCCCCC1
?	C=CCCN(Cc1ccc(OC)cc1)S(=O)(=O)c1ccccc1Br
5%	CC[C@H](C)[C@H](NC(=O)[C@H](CCC(=O)O)NC(=O)CNC(=O)[C@@H](NC(=O)[C@@H]1CCCN1C(=O)[C@@H](NC(=O)[C@@H]1CCCN1C(=O)[C@@H]1CCCN1C(=O)[C@H](CC(N)=O)NC(=O)[C@H](CC(N)=O)NC(=O)[C@@H](NC(=O)[C@H](CCSC)NC(=O)[C@H](Cc1c[nH]c2ccccc12)NC(=O)CNC(=O)[C@@H](NC(=O)[C@H](CCC(N)=O)NC(=O)[C@@H](N)CCC(=O)O)[C@@H](C)CC)[C@@H](C)O)[C@@H](C)CC)C(C)C)C(=O)O
10%	COc1ccc(C2/C=C\CN(S(=O)(=O)CC34CCC(CC3=O)C4(C)C)CC(=O)N2Cc2ccc(F)cc2)cc1 (centres undefined)
1%	CC(=O)OCON[N+]([O-])=NC(C)C
4%	CC(=O)Nc1ccc(SCC(Cc2ccccc2)N2CCN(CC(C)C)CCC2=O)cc1 (centres undefined)
3%	CC[Si](CC)(CC)O[C@H]([C@@H](C)COCOC)[C@@H](C)COCc1ccc(OC)cc1
?	C=C1CCN(C(Cc2ccccc2)C(=O)NCc2ccc(Cl)c(Cl)c2)S(=O)(=O)c2ccccc21 (centres undefined)
2%	CCCC[C@H]1CCCO[C@@](C(=O)NCc2ccc(C)o2)(C(F)(F)F)C1
14%	COc1ccc(-c2ccc(OC)c(C3C4C=CCC(C)C4C(=O)N3Cc3ccccc3)c2)cc1C (centres undefined)
?	COc1cc(O)c2c(c1)oc(=O)c1c3cc(O)c(O)cc3oc21
-5%	COc1ccc2nc3c(cc2c1)Cn1c-3nc2ccccc2c1=O
4%	COC(=O)C1=C[C@@H](C(=O)OC)C2C3=C(C(=O)[C@@]2(C)NC(=O)c2ccccc2)[C@H](C)n2c(=O)n(-c4ccccc4)c(=O)n2[C@@H]3C1 (some centres undefined)
22%	COC(=O)C(C(C)C)N1CC(=O)c2ccccc2S1(=O)=O (centres undefined)
10%	O=[N+]([O-])c1ccc2c(c1)S(=O)(=O)C=C2
8%	Clc1ccc(Sc2cc(Cl)c(Cl)cc2Cl)cc1
-3%	CC12CCC(/C(=N/O)C1=O)C2(C)C (centres undefined)
4%	CCC[C@@H]1CCCO[C@@](C(=O)NCc2cc(C)n(C)n2)(C(F)(F)F)C1
6%	Cc1ccc2c(c1)C1(C=CC(=O)C=C1)CC(=O)N2C
26%	CCOC(=O)C1OC1C(=O)N[C@@H](CC(C)C)C(=O)NCCC(C)C (some centres undefined)
19%	CC[C@H](C)[C@H](NC(=O)[C@H](CO)NC(=O)[C@H](CC(N)=O)NC(=O)[C@H](CC(C)C)NC(=O)[C@H](Cc1ccc(O)cc1)NC(=O)[C@H](CCCCN)NC(=O)[C@H](CCCCN)NC(=O)[C@@H](NC(=O)[C@H](C)NC(=O)[C@H](CCSC)NC(=O)[C@H](CCC(N)=O)NC(=O)[C@H](CCCCN)NC(=O)[C@H](CCCNC(=N)N)NC(=O)[C@H](CC(C)C)NC(=O)[C@H](CCCNC(=N)N)NC(=O)[C@@H](NC(=O)[C@H](Cc1ccc(O)cc1)NC(=O)[C@H](CC(N)=O)NC(=O)[C@H](CC(=O)O)NC(=O)[C@@H](NC(=O)[C@H](Cc1ccccc1)NC(=O)[C@@H](NC(=O)[C@H](C)NC(=O)[C@H](CC(=O)O)NC(=O)[C@H](CO)NC(=O)[C@@H](N)Cc1cnc[nH]1)C(C)C)[C@@H](C)O)[C@@H](C)O)C(C)C)C(=O)N[C@@H](CC(C)C)C(=O)N[C@@H](CC(N)=O)C(N)=O
24%	C/C(=C\C(=O)OCCCCCCCCC(=O)O)C[C@@H]1OCC(C[C@H]2O[C@H]2[C@@H](C)[C@H](C)O)[C@@H](O)[C@H]1O (some centres undefined)
10%	COC(=O)C1=C[C@@H](C(=O)OC)[C@@H]2C3=C(C(=O)[C@@]2(C)NC(=O)c2ccccc2)[C@H](c2ccccc2)[C@@H]2C(=O)NC(=O)[C@@H]2[C@@H]3C1
-1%	CCC1(CC)C(=O)C2=C3C1[C@H](C(=O)OC)C=C(C(=O)OC)C[C@H]3[C@H]1C(=O)N(Cc3ccccc3)C(=O)[C@H]1[C@H]2C (some centres undefined)
17%	CN(C(=O)Cc1ccccc1OC(=O)c1ccccc1)c1ccccc1I
19%	CC[C@H](C)[C@H](N)C(=O)N[C@H](C(=O)N[C@@H](CO)C(=O)N[C@@H](C)C(=O)N[C@H](C(=O)N[C@H](C(=O)NCC(=O)N[C@H](C(=O)N[C@@H](CC(C)C)C(=O)O)[C@@H](C)CC)C(C)C)C(C)C)[C@@H](C)CC
-2%	C/C=C\C1=CCCC1Nc1ncnc2ccc(-c3c(C)noc3C)cc12 (centres undefined)
2%	CCCN1CCC(=O)N(C(CSc2ccc(Br)cc2)Cc2ccccc2)CC1 (centres undefined)
-26%	COc1cc(OC)c2ccc(=O)oc2c1C(CC(=O)N1CCCCC1)c1ccc2c(c1)OCO2 (centres undefined)
5%	CSCC[C@H](NC(=O)[C@H](CC(C)C)NC(=O)CNC(=O)[C@H](Cc1ccc(O)cc1)NC(=O)[C@H](Cc1ccccc1)NC(=O)[C@H](CCC(N)=O)NC(=O)[C@H](CCC(N)=O)NC(=O)[C@@H]1CCCN1C(=O)[C@H](CCCCN)NC(=O)[C@@H]1CCCN1C(=O)[C@@H](N)CCCN=C(N)N)C(N)=O
10%&5%	COc1cc2c3cc1Oc1c(OC)c(OC)cc4c1[C@@H](Cc1ccc(OC(=O)c5ccc([N+](=O)[O-])cc5)c(c1)Oc1ccc(cc1)C[C@@H]3N(C)CC2)N(C)CC4
-15%	CC(=O)Nc1ccc(SCC(CC(C)C)N2CCN(CCc3ccccc3)CCC2=O)cc1 (centres undefined)
12%&5%	CN(C)CCC1(c2ccc(Cl)cc2)Cc2ccccc2C(=O)O1 (centres undefined)
6%	OC[C@@H]1OC(O)[C@H](O)[C@H](O)[C@H]1O (some centres undefined)
-3%	COc1ccc(C2=Nn3c(nnc3-c3cccc(OC)c3OC)SC2)c(OC)c1
7%	COc1ccc(-c2nnc3n2N=C(c2c(OC)cccc2OC)CS3)cc1OC
-17%	Cc1noc(C)c1-c1ccc2ncnc(NCc3cccn3C)c2c1
20%	Cc1cc(I)ccc1Nc1c(C(=O)NOCC2CC2)cc(F)c(F)c1F
8%	CC[C@H](C)[C@H](NC(=O)[C@H](CCC(=O)O)NC(=O)[C@H](CC(N)=O)NC(=O)[C@@H](N)[C@@H](C)O)C(=O)N[C@H](C(=O)N[C@@H](CCC(=O)O)C(=O)N[C@@H](CCC(=O)O)C(=O)N[C@@H](CCC(N)=O)C(=O)N[C@@H](Cc1ccc(O)cc1)C(=O)N[C@H](C(=O)N1CCC[C@H]1C(=O)N[C@@H](CCC(N)=O)C(=O)N[C@@H](CO)C(=O)N[C@@H](CC(C)C)C(=O)N[C@@H](C)C(=O)N[C@H](C(=O)N[C@@H](CC(C)C)C(=O)N[C@@H](CCC(=O)O)C(=O)N[C@@H](CO)C(=O)N[C@H](C(=O)N[C@@H](Cc1ccccc1)C(=O)N[C@@H](CCC(N)=O)C(=O)N[C@@H](CCC(=O)O)C(=O)N[C@@H](CC(C)C)C(=O)NCC(=O)N[C@@H](CCCCN)C(=O)N[C@@H](CC(C)C)C(=O)N[C@H](C(=O)NCC(=O)N1CCC[C@H]1C(=O)N[C@@H](CC(N)=O)C(=O)N[C@@H](CO)C(=O)N[C@@H](CCC(N)=O)C(=O)O)[C@@H](C)O)C(C)C)[C@@H](C)O)[C@@H](C)O)C(C)C
-12%	CC(=O)OCC(CO)OC(C)=O (centres undefined) (tested in a mixture with another compound)
-2%	CC(=O)C1CCC2C3CCC4=CC(=O)CCC4(C)C3CCC12C (centres undefined)
19%	CCCCCCCCCCCCCCCCCCCCCCCCCCCCCC
-5%	CNc1ccc(C(=O)Oc2cc(O/N=[N+](\[O-])N(C)C)c([N+](=O)[O-])cc2[N+](=O)[O-])cc1
7%	CC(C)C[C@H](NC(=O)[C@H](CO)NC(=O)CNC(=O)[C@H](CCCCN)NC(=O)[C@H](CCCN=C(N)N)NC(=O)[C@H](C)NC(=O)[C@H](Cc1ccccc1)NC(=O)[C@@H](N)CCCN=C(N)N)C(=O)N[C@@H](CCCN=C(N)N)C(=O)N[C@@H](CCC(N)=O)C(=O)N[C@@H](CCCCN)C(=O)N[C@@H](CC(N)=O)C(=O)N[C@H](C(=O)O)C(C)C
10%	Cc1ccc(SCC(c2ccccc2)N2CCN(CCc3ccccc3)CCC2=O)cc1 (centres undefined)
10%	CC(C)(C)OC(=O)N1CCCC1C(=O)NC1COC2CC(n3cc(F)c(=O)[nH]c3=O)OC12 (centres undefined)
10%	CC(C)[C@H](/C=C/C[Si](C)(C)C)[C@H](C)C(O)/C=C/CCCOC(=O)C(C)(C)C (some centres undefined)
12%	NCCCC[C@H](NC(=O)[C@H](Cc1c[nH]c2ccccc12)NC(=O)[C@H](CC(=O)O)NC(=O)[C@H](Cc1cnc[nH]1)NC(=O)[C@H](CO)NC(=O)[C@H](Cc1c[nH]c2ccccc12)NC(=O)[C@H](Cc1cnc[nH]1)NC(=O)[C@@H]1CCC(=O)N1)C(=O)N1CCC[C@H]1C(=O)NCC(N)=O

# (next part)
CBFb-RUNX1 inh	SMILES
14%	OC1OC[C@H](O)[C@@H](O)[C@@H]1O (some centres undefined)
9%	COc1ccc(-c2nnc3n2N=C(c2c(OC)cccc2OC)CS3)cc1
13%	Cc1cccc(-c2[nH]c(C(C)(C)C)nc2-c2ccc3c(c2)OCO3)n1
7%	C#Cc1ccc2c(c1)C(=O)N(C)Cc1c(C(=O)OCCCOC(=O)c3ncn4c3CN(C)C(=O)c3cc(C#C)ccc3-4)ncn1-2
?	CC/C=C/[C@@H](c1ccccc1)[C@H](C)C(O)CC(=O)SC(C)(C)C (some centres undefined)
6%	COc1cc2c3cc1OCc1c(O)c(OC)cc4c1C(Cc1ccc(cc1)Oc1cc(ccc1O)CC3N(C)CC2)N(C)CC4 (centres undefined)
1%	OC[C@@H]1O[C@@H](O)[C@H](O)[C@H](O)[C@@H]1O
-9%	COc1ccc(OC)c(C2=Nn3c(nnc3-c3ccc(OC)c(OC)c3)SC2)c1
?	Cc1ccc(S(=O)(=O)Nc2cccc3ccc(C)nc23)cc1
4%	CSCC[C@H](NC(=O)[C@H](CC(C)C)NC(=O)CNC(=O)[C@H](Cc1ccccc1)N(C)C(=O)[C@H](Cc1ccccc1)NC(=O)[C@H](CC(=O)O)NC(=O)[C@@H](N)CC(=O)O)C(N)=O
8%	C/C=C1\COC(C(=O)NCc2ccccc2)(C(F)(F)F)C=C1C=C(C)C (centres undefined)
-16%	COc1cc(NS(=O)(=O)c2cccc([N+](=O)[O-])c2)c2ncccc2c1
13%	COc1cc(-c2oc3cc(O)cc(O)c3c(=O)c2O[C@@H]2O[C@H](CO)[C@@H](O)[C@H](O)[C@H]2O)ccc1O
?	COc1cc(NS(=O)(=O)c2ccc([N+](=O)[O-])cc2)c2ncccc2c1
21%	CCCCCCCCN=C(N)c1ccc(C(=O)OCC2CCCCC2)cc1
8%	O=C(O)c1cc(C(=O)O)c(C(=O)N(Cc2cccc(Oc3ccccc3)c2)[C@H]2CCCc3ccccc32)cc1C(=O)O
8%	COc1ccc(SCC(CC(C)C)N2CCN(CCc3ccccc3)CCC2=O)cc1 (centres undefined)
-6%	CC1CC=CC2C1C(=O)N(Cc1ccccc1)C2c1ccc2ccccc2c1C=Cc1ccccc1 (centres undefined)
4%	CCCCCCCCCCCC
6%	CC(=O)Nc1ccc(SCCN2CCN(CCc3ccccc3)CCC2=O)cc1
-13%	Cc1cc(CNC(=O)C2(C(F)(F)F)CC(CCCO)CCCO2)nn1C (centres undefined)
12%	NC(=O)Nc1sc(-c2ccc(F)cc2)cc1C(N)=O

# An excerpt from above in order of count of non-hydrogen atoms, falling:
CBFb-RUNX1 inh	SMILES
12%	NCCCC[C@H](NC(=O)[C@H](Cc1c[nH]c2ccccc12)NC(=O)[C@H](CC(=O)O)NC(=O)[C@H](Cc1cnc[nH]1)NC(=O)[C@H](CO)NC(=O)[C@H](Cc1c[nH]c2ccccc12)NC(=O)[C@H](Cc1cnc[nH]1)NC(=O)[C@@H]1CCC(=O)N1)C(=O)N1CCC[C@H]1C(=O)NCC(N)=O
10%&5%	COc1cc2c3cc1Oc1c(OC)c(OC)cc4c1[C@@H](Cc1ccc(OC(=O)c5ccc([N+](=O)[O-])cc5)c(c1)Oc1ccc(cc1)C[C@@H]3N(C)CC2)N(C)CC4
-26%	COc1cc(OC)c2ccc(=O)oc2c1C(CC(=O)N1CCCCC1)c1ccc2c(c1)OCO2 (centres undefined)
10%	CC(C)(C)OC(=O)N1CCCC1C(=O)NC1COC2CC(n3cc(F)c(=O)[nH]c3=O)OC12 (centres undefined)
17%	CN(C(=O)Cc1ccccc1OC(=O)c1ccccc1)c1ccccc1I
?	COc1cc(NS(=O)(=O)c2ccc([N+](=O)[O-])cc2)c2ncccc2c1
22%	COC(=O)C(C(C)C)N1CC(=O)c2ccccc2S1(=O)=O (centres undefined)
10%	O=[N+]([O-])c1ccc2c(c1)S(=O)(=O)C=C2
1%	CC(=O)OCON[N+]([O-])=NC(C)C
